LDHA inh = qHTS assay for inhibitors of human lactate dehydrogenase. hit rate 0.15% among 480,000. purified LDHA, NADH/diaphorase-resazurin fluorescence; hits give low values. activity change, % (values are at about 110 or 230 µM). L-lactate dehydrogenase A chain (Homo sapiens), P00338. AID 1347041, 2019; in the data active = activity change below about -30%; inconclusive = mostly about -25% to -30%;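 note: plate controls were DMSO wells for no effect and wells without enzyme for full effect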
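Remaining NADH was detected by diaphorase (0.133 mg/mL) converting 37 µM resazurin to fluorescent resorufin, read at 0 and 20 minutes. The preceding 5-minute room-temperature reaction used 2 nM LDHA, 0.2 mM sodium pyruvate and 0.06 mM NADH at pH 7.4.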
RXFP1 ag = qHTS Assay for Agonists of the Relaxin Receptor RXFP1; hit rate 0.3% among 370,000; AID 2676, 2010; Relaxin receptor 1 (Homo sapiens), Q9HBX9; Potency, µM (doses to about 57.5 µM), without a hit: top-dose activation, usual class: activators; HEK293T-RXFP1 cAMP TR-FRET, 30 min; response scale: percent of porcine relaxin response, buffer zero; note: potency is the fitted concentration of half-maximal effect; % is set by controls: 0 for no effect and ±100 for the full control effect; nearly all actives have a fitted effect of over 60% in size; many of its hits are not listed in these tables
Target sequence (Q9HBX9 whole entry, looked up): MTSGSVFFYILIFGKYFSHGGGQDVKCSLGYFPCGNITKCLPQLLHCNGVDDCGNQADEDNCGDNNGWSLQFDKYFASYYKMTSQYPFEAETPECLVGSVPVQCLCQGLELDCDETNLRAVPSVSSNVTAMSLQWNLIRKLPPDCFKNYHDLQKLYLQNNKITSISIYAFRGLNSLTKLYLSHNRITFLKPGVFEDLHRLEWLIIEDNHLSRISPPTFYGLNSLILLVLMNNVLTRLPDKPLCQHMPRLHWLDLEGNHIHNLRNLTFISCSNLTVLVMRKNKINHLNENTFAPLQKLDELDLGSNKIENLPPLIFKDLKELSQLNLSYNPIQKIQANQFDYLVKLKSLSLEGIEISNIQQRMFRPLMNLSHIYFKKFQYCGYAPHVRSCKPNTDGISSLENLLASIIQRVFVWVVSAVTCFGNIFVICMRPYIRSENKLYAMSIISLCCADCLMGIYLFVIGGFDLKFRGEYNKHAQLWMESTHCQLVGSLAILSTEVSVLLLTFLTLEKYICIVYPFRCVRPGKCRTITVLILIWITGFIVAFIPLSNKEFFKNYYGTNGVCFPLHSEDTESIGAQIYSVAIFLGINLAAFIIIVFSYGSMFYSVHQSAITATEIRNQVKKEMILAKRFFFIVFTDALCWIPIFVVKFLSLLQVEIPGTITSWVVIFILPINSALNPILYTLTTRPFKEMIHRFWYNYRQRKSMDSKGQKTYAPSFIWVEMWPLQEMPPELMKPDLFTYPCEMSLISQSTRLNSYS
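cAMP rise read by TR-FRET after 30 min, 37C compound exposure (up to 58 uM) in RXFP1-transfected HEK293 cells with Ro 20174 present. EC50 from Hill-equation fits, with 29 nM porcine relaxin as 100% and buffer as basal.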
D2 potentiator = HTS Assay for Positive Allosteric Modulators of the Human D2 Dopamine Receptor: Primary Screen for Potentiators. D(2) dopamine receptor (Homo sapiens), P14416. HEK293 T-REx D2, calcium flux, EC20 dopamine potentiation. potentiation, % at 10 µM. hit rate 0.34% among 340,000;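 active = potentiation over 3 SD above the plate norm, cut at about 30% in these data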; note: 0% is about no effect
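Primary screen. Calcium kinetics in induced HEK293 T-REx D2 cells: compound pre-addition 180 s, EC20 dopamine, 180 s more.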
D1 antag = Antagonist of Human D 1 Dopamine Receptor: qHTS | activity change, negative = inhibition, % at 10 µM | HEK293 TREx D1 cells, calcium flux, dopamine EC80; hits give low values | D(1A) dopamine receptor (Homo sapiens), P21728 | AID 504652, 2011 | hit rate 3.2% among 360,000; in the data active = activity change below about -30%; note: % is set by controls: 0 for no effect and ±100 for the full control effect
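Tetracycline-induced HEK293 T-REx cells with force-coupled D1 receptor were loaded with a no-wash calcium dye. Compound was added after a 10 s baseline and read kinetically for 180 s; EC80 dopamine was then added and calcium flux followed another 180 s.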
GRP78 ERSR act = qHTS for Inducers of the Endoplasmic Reticulum Stress Response (ERSR) in Human Glioma: qHTS; U87-MG GRP78 promoter luciferase reporter, 16 h; Potency, µM, for the others: at the highest dose activation, usual class: activators; hit rate 0.02% among 420,000; note: potency is the fitted concentration of half-maximal effect; series mostly up to about 76 µM; % of control where 0% means no effect; nearly all actives have a fitted effect of over 35% in size
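Stably transfected U87-MG glioma cells carrying a GRP78-based luciferase sensor; 16 h compound incubation. Luminescence end-point read 10 min after Bright-Glo addition at room temperature.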
D1 agonist = Allosteric Agonists of the Human D1 Dopamine Receptor: qHTS | HEK293 T-REx D1 cells, calcium flux, agonist mode | activation, % at 2 µM | hit rate 1% among 360,000 | AID 504660, 2011; in the data active = activation above about 30%; note: 0% is about no effect
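Agonism was scored from calcium flux recorded over 180 s (1 read/s) after pintool compound addition, following a 10-cycle baseline. Cells were inducible force-coupled HEK293 TREx D1, plated overnight at 30 C and loaded with no-wash calcium dye.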
Vif-APOBEC3F blk = qHTS for Inhibitors of Vif-A3F Interactions: qHTS. Potency, µM (top dose mostly 46.1 µM), for inactives: top-dose activity, negative = active. AID 602313, 2012. HeLa A3F-eYFP + Vif (tagged APOBEC3F with the HIV-1 protein that degrades it), YFP fluorescence increase. hit rate 0.2% among 390,000; note: potency is the fitted concentration of half-maximal effect; % of control where 0% means no effect; nearly all actives have a fitted effect of over 65% in size
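HeLa cells stably expressing Vif plus C-terminally eYFP-tagged A3F were seeded, incubated overnight at 37 deg C, dosed with compound, incubated overnight again at 37 deg C. Yellow fluorescence (Ex 488/Em 500-530) reported blocked Vif-mediated A3F-eYFP degradation.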
D1 potentiator = Potentiators of Human D1 Dopamine Receptor: qHTS. D(1A) dopamine receptor (Homo sapiens), P21728. hit rate 0.036% among 360,000. potentiation, % at 10 µM. HEK293 TREx D1 cells, calcium flux, dopamine EC20 potentiation; in the data active = potentiation above about 30%; note: 0% is about no effect
Vif-APOBEC3G blk = qHTS for Inhibitors of Vif-A3G Interactions: qHTS; DNA dC->dU-editing enzyme APOBEC-3G (Homo sapiens), Q9HC16; HeLa A3G-eYFP + Vif (tagged APOBEC3G with the HIV-1 protein that degrades it), YFP fluorescence, overnight; Potency, µM (top dose mostly 46.1 µM), for inactives: top-dose activity, negative = active, usual class: inhibitors; hit rate 0.076% among 410,000;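 note: potency is the fitted concentration of half-maximal effect; % is set by controls: 0 for no effect and ±100 for the full control effect; nearly all actives have a fitted effect of over 60% in size; hits raise eYFP signal because A3G escapes Vif-driven loss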
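HeLa cells stably expressing Vif and C-terminally eYFP-tagged A3G, seeded overnight at 37 deg C, then exposed to compound by pintool overnight at 37 deg C. Rise in yellow fluorescence (Ex 488/Em 500-530, Acumen) marks blocked Vif-driven A3G degradation.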
* hit, by the source's call. Unless noted, calls come from the whole dose curve; as a rule, active = well fitted curve in the direction sought with a large enough effect; inconclusive = small, poorly fitted or top-dose-only effect, or another doubt; inactive = no such curve, though single readings can be large; an effect the other way counts as inactive or inconclusive. Some of the compounds tested (hit frequency here may not be typical).

Results for Cc1c(N/C=C/C(=O)c2cccs2)c(=O)n(-c2ccccc2)n1C ?
LDHA inh: 7; RXFP1 ag: 3.4%; D2 potentiator: -5; D1 antag: -20; GRP78 ERSR act: 5%; D1 agonist: 1; Vif-APOBEC3F blk: -1%; D1 potentiator: -1; Vif-APOBEC3G blk: -4%

Results for CN(CCc1cn[nH]c1)Cc1nc(C(c2ccccc2)c2ccccc2)no1 ?
LDHA inh: -3; RXFP1 ag: -0.1%; D2 potentiator: 4; D1 antag: 5; GRP78 ERSR act: -2%; D1 agonist: 1; Vif-APOBEC3F blk: -8%; D1 potentiator: -2; Vif-APOBEC3G blk: -1%

Results for OCCC1CN(Cc2cccn2-c2ccccn2)CCN1C1CCCCC1 (centres undefined) ?
LDHA inh: -6; RXFP1 ag: -0.4%; D2 potentiator: 4; D1 antag: -12; GRP78 ERSR act: 2%; D1 agonist: 0; Vif-APOBEC3F blk: -12%; D1 potentiator: 8; Vif-APOBEC3G blk: -3%

Results for CC(C)[C@H](NC(=O)c1ccccc1Cl)C(=O)OCc1cc([N+](=O)[O-])cc2c1OCOC2 ?
LDHA inh: -6; RXFP1 ag: 4.9%; D1 antag: 1; GRP78 ERSR act: -1%; D1 agonist: 0; Vif-APOBEC3F blk: 1%; D1 potentiator: -10; Vif-APOBEC3G blk: 1%

Results for CN(C)S(=O)(=O)c1cccc(NC(=O)CCc2nc3sc4c(c3c(=O)[nH]2)CCCC4)c1 ?
LDHA inh: -4; RXFP1 ag: 0.9%; D2 potentiator: -8; D1 antag: 4; GRP78 ERSR act: -2%; D1 agonist: 3; Vif-APOBEC3F blk: 0%; D1 potentiator: -2; Vif-APOBEC3G blk: -12%

How did CC(C)CC(NC(=O)c1cccc(Cl)c1)C(=O)O (centres undefined) do in these assays?
LDHA inh: -3; RXFP1 ag: 1.1%; D2 potentiator: 7; D1 antag: 40; GRP78 ERSR act: -2%; D1 agonist: 4; Vif-APOBEC3F blk: 5%; D1 potentiator: 4; Vif-APOBEC3G blk: -4%

How did COc1ccc(NC(=O)c2c(C)oc3c2CCCC3)cc1 do in these assays?
LDHA inh: 5; RXFP1 ag: 0.1%; D2 potentiator: -2; D1 antag: -45*; GRP78 ERSR act: 6%; D1 agonist: 1; Vif-APOBEC3F blk: 0%; D1 potentiator: -7; Vif-APOBEC3G blk: 1%

Results for C[C@H](CO)N1C[C@H](C)[C@@H](CN(C)S(=O)(=O)c2cccs2)Oc2c(NS(=O)(=O)c3ccc(F)cc3)cccc2C1=O ?
LDHA inh: -5; GRP78 ERSR act: 1%; Vif-APOBEC3F blk: -2%; Vif-APOBEC3G blk: 1%

What do the screens show for `CC(=O)c1cccc(-n2nnnc2SCC(=O)N2CCCC2)c1`?
LDHA inh: -8; RXFP1 ag: 0.3%; D2 potentiator: -8; D1 antag: -2; GRP78 ERSR act: -4%; D1 agonist: 2; Vif-APOBEC3F blk: -3%; D1 potentiator: 1; Vif-APOBEC3G blk: 6%

What do the screens show for `CN(C(=O)c1ccc(NC(=O)Cc2cccc(NC(=O)C3CCCN(C(=O)C4CCCCC4)C3)c2)cc1)C1CCCC1` (centres undefined)?
LDHA inh: -10; RXFP1 ag: -0.3%; D2 potentiator: 7; D1 antag: 24; GRP78 ERSR act: -3%; D1 agonist: 1; Vif-APOBEC3F blk: 2%; D1 potentiator: -1; Vif-APOBEC3G blk: 1%

What do the screens show for `O=C1C(=O)N(C2CCS(=O)(=O)C2)C(c2cccc(O)c2)/C1=C(/O)c1ccc(Cl)cc1` (centres undefined)?
LDHA inh: -3; RXFP1 ag: 17%; D2 potentiator: 9; D1 antag: 5; GRP78 ERSR act: -3%; D1 agonist: 2; Vif-APOBEC3F blk: 3%; D1 potentiator: -10; Vif-APOBEC3G blk: 3%

How did C/C(=N\NC(=S)Nc1cccc(C)c1)c1cc2ccccc2o1 do in these assays?
LDHA inh: -5; RXFP1 ag: -1.6%; D2 potentiator: 3; GRP78 ERSR act: 2%; D1 agonist: -2; Vif-APOBEC3F blk: -6%; D1 potentiator: -4; Vif-APOBEC3G blk: 0%

What do the screens show for `O=C(COC(=O)c1ccccc1)NCCC1=CCCCC1`?
LDHA inh: -12; RXFP1 ag: 1.7%; D2 potentiator: -4; D1 antag: 6; GRP78 ERSR act: -3%; D1 agonist: 1; Vif-APOBEC3F blk: 0%; D1 potentiator: -6; Vif-APOBEC3G blk: 2%

Results for NC1=NC[C@@H](Cc2ccc(O)cc2)N1CCCCC1CCCCC1 ?
LDHA inh: 2; RXFP1 ag: 0.0%; D2 potentiator: -1; D1 antag: -16; GRP78 ERSR act: -1%; D1 agonist: 1; Vif-APOBEC3F blk: -10%; D1 potentiator: -5; Vif-APOBEC3G blk: -2%

How did CCCOc1ccc(N2C(=O)CC(N(O)c3ccccc3)C2=O)cc1 (centres undefined) do in these assays?
LDHA inh: -13; RXFP1 ag: 1.8%; D2 potentiator: -5; D1 antag: -22; GRP78 ERSR act: -7%; D1 agonist: 0; Vif-APOBEC3F blk: 0%; D1 potentiator: -8; Vif-APOBEC3G blk: -3%

Results for O=C(N/N=C/c1ccc([N+](=O)[O-])o1)c1cn(-c2ccccc2)nc1-c1ccc(Cl)cc1 ?
LDHA inh: -5; RXFP1 ag: 1.2%; D2 potentiator: -2; D1 antag: -1; GRP78 ERSR act: -4%; D1 agonist: 3; Vif-APOBEC3F blk: 3%; D1 potentiator: -5; Vif-APOBEC3G blk: 0%

How did Cc1cccn2c(=O)c(/C=C(\C#N)C(=O)NCc3ccco3)c(N3CCCCC3)nc12 do in these assays?
LDHA inh: 0; RXFP1 ag: 1.6%; D2 potentiator: -5; D1 antag: -10; GRP78 ERSR act: -5%; D1 agonist: 2; Vif-APOBEC3F blk: 5%; D1 potentiator: 16; Vif-APOBEC3G blk: -2%

What do the screens show for `Nc1c(Cl)cnn(-c2ccccc2)c1=O`?
LDHA inh: -12; GRP78 ERSR act: -1%; Vif-APOBEC3F blk: 4%; Vif-APOBEC3G blk: -1%

How did CCOc1ccc(-c2cc(C(=O)N3CCC(C)CC3)c3ccccc3n2)cc1 do in these assays?
LDHA inh: -1; GRP78 ERSR act: 2%; Vif-APOBEC3F blk: -5%; Vif-APOBEC3G blk: -2%

How did O=c1c2ccccc2nc(COc2ccccc2)n1/N=C/c1c[nH]c2ccccc12 do in these assays?
LDHA inh: -7; RXFP1 ag: 0.1%; D2 potentiator: 10; D1 antag: -6; GRP78 ERSR act: -3%; D1 agonist: 4; Vif-APOBEC3F blk: inconclusive; D1 potentiator: -7; Vif-APOBEC3G blk: -10%

What do the screens show for `COC(=O)[C@@]1(Cc2ccccc2)[C@H]2C(=O)N(Cc3ccccc3)C(=O)[C@H]2[C@H]2CN=C(SCC3CC3)N21`?
LDHA inh: -1; GRP78 ERSR act: -4%; Vif-APOBEC3F blk: -5%; Vif-APOBEC3G blk: -1%

What do the screens show for `CCCCOC(=O)Nc1nnc(SCCOc2ccc(C)cc2)s1`?
LDHA inh: -2; RXFP1 ag: 4.6%; D2 potentiator: 3; D1 antag: 10; GRP78 ERSR act: -4%; D1 agonist: -1; Vif-APOBEC3F blk: -13%; D1 potentiator: 2; Vif-APOBEC3G blk: 2%

What do the screens show for `CN1C=CC=C/C1=C1/SC(=S)N(Cc2ccccc2)C1=O`?
LDHA inh: -5; RXFP1 ag: 1.7%; D2 potentiator: -1; D1 antag: -9; GRP78 ERSR act: -1%; D1 agonist: 1; Vif-APOBEC3F blk: -5%; D1 potentiator: 4; Vif-APOBEC3G blk: -7%

Results for COc1ccc2c(c1)C(=NNc1ccc(C(=O)O)cc1)c1cc(OC)ccc1-2 ?
LDHA inh: -5; RXFP1 ag: 1.1%; D1 antag: 3; GRP78 ERSR act: -2%; D1 agonist: 6; Vif-APOBEC3F blk: 2%; D1 potentiator: 8; Vif-APOBEC3G blk: -7%

What do the screens show for `CC(=O)Nc1ccc(OC(=O)c2c(-c3ccccc3Cl)noc2C)cc1`?
LDHA inh: 0; RXFP1 ag: 0.8%; D2 potentiator: -3; D1 antag: -14; GRP78 ERSR act: -5%; D1 agonist: 4; Vif-APOBEC3F blk: -1%; D1 potentiator: -8; Vif-APOBEC3G blk: -9%

How did O=C(CNC(=O)c1cccc(S(=O)(=O)N2CCc3ccccc32)c1)Nc1ccccc1Br do in these assays?
LDHA inh: -1; GRP78 ERSR act: -8%; Vif-APOBEC3F blk: -5%; Vif-APOBEC3G blk: 1%

How did CCc1ccc(CNC(=O)Cn2c(-c3cccs3)cc3cc(F)ccc32)cc1 do in these assays?
LDHA inh: 0; RXFP1 ag: 3.0%; D2 potentiator: 14; D1 antag: -7; GRP78 ERSR act: 2%; D1 agonist: 7; Vif-APOBEC3F blk: 0%; D1 potentiator: -2; Vif-APOBEC3G blk: -3%

Results for O=C(COC(=O)CCc1nc2ccccc2c(=O)[nH]1)Nc1ccc(N2CCOCC2)cc1 ?
LDHA inh: 2; RXFP1 ag: 4.7%; D2 potentiator: 5; D1 antag: 2; GRP78 ERSR act: -1%; D1 agonist: 2; Vif-APOBEC3F blk: 8%; D1 potentiator: -2; Vif-APOBEC3G blk: 1%

Results for Cc1c2cnn(-c3ccccc3)c(=O)c2c(C)n1CC(=O)N1CCN(c2cccc(Cl)c2)CC1 ?
LDHA inh: 2; RXFP1 ag: 2.1%; D1 antag: -13; GRP78 ERSR act: -3%; D1 agonist: 10; Vif-APOBEC3F blk: 8%; D1 potentiator: 0; Vif-APOBEC3G blk: 3%

Source: PubChem (National Center for Advancing Translational Sciences (NCATS))
